Source: PubChem
STK33 kinase inh – inhibitors of human STK33 kinase; Q9BYT3; purified STK33, MBP phosphorylation, ADP-Glo luminescence; inhibition, % at 10 µM; hit rate 0.073% among 320,000; AID 2661;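 active = inhibition at or above 25%, using the most active replicate where run in duplicate; inactive = inhibition below 25%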
Target sequence (Q9BYT3 whole entry, looked up): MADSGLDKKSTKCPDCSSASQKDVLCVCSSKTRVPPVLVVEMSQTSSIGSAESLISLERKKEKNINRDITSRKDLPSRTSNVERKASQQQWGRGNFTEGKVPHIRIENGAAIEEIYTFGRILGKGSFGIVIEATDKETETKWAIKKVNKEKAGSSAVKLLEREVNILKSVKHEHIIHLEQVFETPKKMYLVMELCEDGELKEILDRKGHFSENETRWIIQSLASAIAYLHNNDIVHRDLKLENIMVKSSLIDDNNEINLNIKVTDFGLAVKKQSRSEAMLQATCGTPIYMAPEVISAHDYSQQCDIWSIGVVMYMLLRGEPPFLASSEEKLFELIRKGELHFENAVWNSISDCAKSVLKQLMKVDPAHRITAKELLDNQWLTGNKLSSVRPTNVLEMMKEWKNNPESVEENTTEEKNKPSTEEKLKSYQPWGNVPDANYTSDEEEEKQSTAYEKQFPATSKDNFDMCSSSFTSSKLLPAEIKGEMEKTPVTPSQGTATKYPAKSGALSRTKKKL
OX1R antag-1 – blocks the human orexin 1 receptor; O43613; CHO/OX1R cells, Fluo-8 calcium fluorescence, orexin A; inhibition, % at 5 µM; hit rate 0.43% among 330,000; AID 434989;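 active = inhibition above its plate's threshold, mean inhibition of all tested compounds on the plate plus 3 SD, cut at about 37% in these data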;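 note: 0% = orexin A challenge wells and 100% = SB-334867-A antagonist wells; not every result past the cut was called active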
Target sequence (O43613 whole entry, looked up): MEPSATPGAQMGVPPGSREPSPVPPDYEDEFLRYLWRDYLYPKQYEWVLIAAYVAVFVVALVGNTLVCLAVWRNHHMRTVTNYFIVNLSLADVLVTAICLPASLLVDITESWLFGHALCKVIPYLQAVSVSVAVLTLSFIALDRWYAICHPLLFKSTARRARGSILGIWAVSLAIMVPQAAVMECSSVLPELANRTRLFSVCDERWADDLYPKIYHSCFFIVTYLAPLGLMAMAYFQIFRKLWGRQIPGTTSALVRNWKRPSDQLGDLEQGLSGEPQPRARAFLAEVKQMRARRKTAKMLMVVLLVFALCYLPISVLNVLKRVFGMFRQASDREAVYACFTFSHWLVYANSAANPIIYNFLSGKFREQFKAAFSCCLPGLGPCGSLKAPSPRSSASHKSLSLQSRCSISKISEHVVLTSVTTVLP
OX1R antag-2 – OX1R (human) antagonism. O43613. OX1R-expressing cells, FRET antagonist read-out. inhibition, % at 6.6 µM. hit rate 1.8% among 330,000. AID 485270; in the data active = inhibition mostly above about 38%, no sharp cut-off; inactive = mostly below about 40%;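 note: 0% = agonist challenge alone and 100% = reference antagonist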
* = called active by the depositor; / = no result given.

SMILES | STK33 kinase inh | OX1R antag-1 | OX1R antag-2
Cc1c(CNC(=O)c2nn3c(c2Cl)NC(c2ccccc2)CC3C(F)(F)F)cnn1C (stereo not given) | -1.9 | -22 | 28
c1ccc(CN2CCOCCOCCOCC2)cc1 | -4.1 | 4 | 10
O=C(O)COc1c(-c2ccc(Cl)cc2)oc2ccccc2c1=O | 0.1 | -17 | 35
COc1ccc(Cl)cc1S(=O)(=O)Nc1noc2ccccc12 | -0.8 | -19 | -2
COC(=O)c1ccccc1C(=O)N1CCC(CCC(=O)NC2CC2)CC1 | -0.4 | 1 | 6
O=C1S/C(=C\c2ccc(N3CCOCC3)o2)C(=O)N1Cc1ccc(F)cc1 | -1.6 | 8 | 1
COc1cccc(C(=O)Nc2cc(C(=O)NCc3ccc(C)cc3)ccc2N2CCC3(CC2)CC(c2ccccc2)=NO3)c1 | 0.2 | -22 | 14
CN1C(=O)[C@H]2[C@@H](/C=C/c3ccccc3)N3C(=O)CN(Cc4ccccn4)C(=O)[C@@]3(C)[C@H]2C1=O | -1.4 | -2 | 5
COc1cccc(OC)c1C(=O)Nc1cc(Cl)ccc1N1CCOCC1 | -0.2 | -6 | 53*
COc1cccc(/C=N/NC(=O)c2[nH]c(C)c(C(=O)N/N=C/c3cccc(OC)c3O)c2C)c1O | -0.9 | -12 | 15
COC(=O)[C@]1(CC(C)C)N[C@H](c2ccc(-c3ccc(F)cc3)c(OC)c2)[C@@H]2C(=O)N(C)C(=O)[C@@H]21 | -0.6 | -21 | 1
Cc1cc(C)n2nc(CC(=O)NC3CCCCCCC3)nc2n1 | -0.4 | -3 | -3
O=C(CCc1ccc(O)c(O)c1)N/N=C/c1ccc2c(c1)OCO2 | 8.0 | -5 | 40
COc1ccc(CNC(=O)C2CCCN(S(=O)(=O)c3ccc(-n4cnnn4)cc3)C2)cc1 (stereo not given) | 0.0 | 2 | 5
C#CCn1c(=NC(=O)c2ccc(Br)s2)sc2cc(NC(C)=O)ccc21 | 0.0 | -14 | 20
CCN(CC)c1ccc(/C=N/n2c(C)nc3ccccc3c2=O)cc1 | -1.9 | -1 | 4
Fc1ccc(-n2cc(CNCCc3ccncc3)c(-c3ccccc3Cl)n2)cc1 | -0.7 | -13 | 12
CCN(CC)c1ccc2c(cc1=O)[C@@H](NC)CCc1cc(OC)c(OC)c(OC)c1-2 | 5.0 | -34 | 20
CCOC(=O)[C@@H]1[C@H]2COc3ccc(Br)cc3[C@@H]2N2C(=O)N(c3ccc(C(F)(F)F)cc3)C(=O)[C@@]12C | -1.1 | -20 | 17
Cc1[nH][nH]c(=O)c1C(c1ccc(-c2ccc(Cl)c(Cl)c2)o1)c1c(C)[nH][nH]c1=O | 2.3 | 15 | 1
C=C1CN(CC(=O)OC)S(=O)(=O)c2ccccc21 | -1.3 | 5 | 20
O=C(O)c1cc2n(n1)C(C(F)(F)F)CC(c1ccccc1)N2 (stereo not given) | -1.3 | -9 | 7
COCCn1c(-c2ccccc2)nc2ccccc21 | / | -21 | 4
COc1cc(/C=N/N=C/c2c[nH]c(=O)c(C#N)c2Nc2ccccc2)ccc1O | 0.5 | -6 | 3
CCOC(=O)c1nc2sc3c(c2c(=O)[nH]1)CCC(C)C3 (stereo not given) | -0.9 | -14 | 14
Cc1cc(C)c(C(=O)COC(=O)c2ccc(NC(=O)CC#N)cc2)cc1C | 0.3 | -19 | 9
Cc1ccccc1-n1c(SCC(=O)c2c(N)n(C)c(=O)n(C)c2=O)nnc1-c1cccnc1 | -3.3 | 3 | 13
CN1CCN(C(=O)c2ccc(CS(=O)Cc3ccc(Cl)cc3)o2)CC1 (stereo not given) | 0.4 | -17 | 17
Cc1ccccc1OCC(O)CN1C(=O)c2ccccc2C1=O (stereo not given) | -2.4 | -5 | 2
CCOC(=O)CSc1ccc(S(=O)(=O)N2CCC(C)CC2)cc1[N+](=O)[O-] | -1.0 | -20 | 11

The final 3 entries of the part above open the next one.
SMILES | STK33 kinase inh | OX1R antag-1 | OX1R antag-2
CN1CCN(C(=O)c2ccc(CS(=O)Cc3ccc(Cl)cc3)o2)CC1 (stereo not given) | 0.4 | -17 | 17
Cc1ccccc1OCC(O)CN1C(=O)c2ccccc2C1=O (stereo not given) | -2.4 | -5 | 2
CCOC(=O)CSc1ccc(S(=O)(=O)N2CCC(C)CC2)cc1[N+](=O)[O-] | -1.0 | -20 | 11
O=C(CSc1nnc(-c2csc3c2CCCC3)o1)Nc1ccccc1 | -0.8 | -21 | 2
CCn1c2ccccc2c2cc(NC(=O)Cc3ccc(S(=O)(=O)N4CCOCC4)s3)ccc21 | -0.3 | 4 | 39
COc1cc(OC)cc(C(=O)Nc2nc(CC(=O)NCc3ccccc3OC)cs2)c1 | -1.6 | -30 | 13
CC1CCCCC1NC(=O)c1nnc(Cc2ccc(Cl)cc2)o1 (stereo not given) | -1.9 | -5 | 16
COC(=O)/C=C1/SC(=Nc2ccc(Cl)c(Cl)c2)NC1=O | -1.9 | -14 | 25
O=C(C[n+]1cc(-c2ccc(Cl)c(Cl)c2)n2c1CCC2)c1cccs1 | -0.4 | -1 | 31
O=C(NCCCN1CCCC1)c1ccc2c(c1)N(Cc1ccccc1F)C(=O)c1ccccc1S2=O (stereo not given) | -1.4 | -36 | 15
COc1cccc(C2C(C(=O)c3ccc(C)o3)=C(O)C(=O)N2c2cc(C)on2)c1 (stereo not given) | 0.4 | -14 | 5
COc1c(OC(C)=O)ccc(/C=C/c2ccc3cccc(OCc4ccccc4)c3n2)c1[N+](=O)[O-] | -0.9 | -8 | 3
CC(=O)c1c(C)[nH]c(C(=O)Nc2ccc(Cl)c(S(=O)(=O)N3CCOCC3)c2)c1C | 0.9 | -15 | 23
CN(CC(=O)Nc1cccc(F)c1)C(=O)CCCc1c[nH]c2ccccc12 | -1.1 | 19 | 12
O=C(NCc1cccnc1)Nc1cccc([N+](=O)[O-])c1 | 1.7 | -5 | 39
O=C(N/N=C/c1ccccc1F)c1cc2c(ccc3ccccc32)o1 | 0.3 | -4 | 32
O=C(COC(=O)Cc1ccc(F)cc1)Nc1ccc(Cl)cn1 | 0.9 | -4 | 2
O=C(CO/N=C/c1ccccc1)N1c2ccccc2Oc2ccccc21 | -0.1 | -22 | 18
O=C(N[C@@H](Cc1ccccc1)C(=O)N[C@@H](Cc1ccccc1)C(=O)O)OCc1ccccc1 | -0.7 | -7 | 14
CCN(Cc1nc2cc(Cl)ccc2c(=O)[nH]1)C(=O)c1cccc(NC(=O)c2cccs2)c1 | 1.1 | -5 | 12
Cn1c(=O)cc(SCC(=O)NCC2CCCO2)c2ccccc21 (stereo not given) | 1.8 | -1 | 4
CN(Cc1ccon1)Cc1cn[nH]c1-c1ccc(-c2ccccc2)cc1 | -0.1 | -17 | 14
CCOC(=O)c1cc2c(=O)n3ccccc3nc2n(Cc2ccccc2)c1=N | -2.5 | -16 | 60
Cc1csc2ncc(C(=O)N3CCc4ccccc43)c(=O)n12 | -0.6 | -12 | 0
CCOC(=O)C1CCN(c2c(NCCC(C)C)c(=O)c2=O)CC1 | -1.2 | -9 | 15
C=CCC1(CC=C)CCCN1Cc1nc(COc2ccccc2)no1 | -1.8 | -24 | 26
Cn1c(CO)cnc1SCC(=O)c1ccc(Br)cc1 | -0.4 | -26 | 16
Cc1ccc(-n2c(=S)sc3c(=O)n(-c4ccc(F)cc4)c(SCC(=O)O)nc32)cc1C | -0.5 | -16 | 7
CCOC(=O)/C(C#N)=C/c1ccc(-c2ccsc2C(=O)OC)o1 | -0.3 | -20 | 14
CCC1CCCCN1CCCNC(=O)c1c(O)nc2c(C)cccn2c1=O (stereo not given) | 0.3 | -17 | 4
CN(Cc1nc(Cc2cccc(F)c2)no1)CC1CCOCC1 | 0.1 | -6 | 4
CCCNS(=O)(=O)c1ccc(CCC(=O)Nc2ccc3c(c2)OCCO3)cc1 | 0.5 | -1 | 6
COc1cc(OC)c(C(=O)NC2CC(C)(C)NC(C)(C)C2)cc1OC | -1.1 | -26 | 31
COc1cccc(COC(=O)c2ccc(S(=O)(=O)N3CCC(C)CC3)cc2)c1OC | -0.6 | -21 | 10
O=C(Cn1c(=O)cnc2ccccc21)N1CCN(S(=O)(=O)c2cccc([N+](=O)[O-])c2)CC1 | -0.1 | -7 | 13
CCOc1ccc(Br)cc1S(=O)(=O)Nc1cccnc1 | -1.5 | -35 | 5
O=C(CCN1C(=O)c2ccccc2C1=O)Nn1cnnc1 | -0.6 | -2 | 3
Cc1nn(-c2ccccc2)nc1C(=O)c1c(C)[nH]n(-c2ccccc2)c1=O | -0.4 | -16 | 8
CSc1cc(-c2ccccc2)n(Cc2ccc(Cl)cc2Cl)c(=O)c1C#N | -2.9 | 0 | -9
CC(=O)Oc1ccccc1C(=O)Nc1ccccc1C(=O)N1CCCCC1 | 0.8 | -16 | 19
O=C(NNC(=O)c1ccccc1F)c1ccc(S(=O)(=O)N2CCCCC2)cc1 | -0.8 | -14 | 2
N#CC1=C(N)Oc2n[nH]c(-c3cccs3)c2C1C1CCCCC1 (stereo not given) | -0.3 | 3 | 18
COc1ccc(S(=O)(=O)N(C)CC(=O)N2CCOCC2)cc1Cl | -0.7 | -7 | 4
O=C1[C@@H]2C(c3cccnc3)=NO[C@@H]2C(=O)N1c1ccc2ccccc2c1 | -1.8 | -26 | 10
CCOc1ccccc1-n1c(SCC(=O)NCc2ccco2)nnc1-c1ccncc1 | -2.4 | -41 | 32
O=C(C[n+]1ccccc1)N/N=C/c1c(F)cccc1Cl | -0.1 | -11 | 9
CC(=O)c1c(C)oc2ccc(N(C(=O)C3CCCCC3)S(=O)(=O)c3cc([N+](=O)[O-])ccc3C)cc12 | / | -3 | 16
CC1Oc2ccccc2N(CC(=O)c2ccccc2)C1=O (stereo not given) | -0.8 | -24 | 8
COCc1cc(C(C)=O)ccc1OC | 0.8 | -8 | 5
Cc1cc(C)n2nc(SCc3nc4ccccc4[nH]3)nc2n1 | 3.5 | -13 | 9
N#C/C(=C(/O)c1ccc([N+](=O)[O-])s1)c1nc2ccccc2[nH]1 | 0.7 | 10 | 58
CCOC(=O)NNc1cc(C(F)(F)F)ccn1 | 0.1 | -12 | 9
O=C(CCc1ccccc1)Nc1cc2c3c(c1)CCC(=O)N3CCC2 | 3.5 | -22 | 30

An excerpt from the list above:
SMILES | STK33 kinase inh | OX1R antag-1 | OX1R antag-2
Cc1c(CNC(=O)c2nn3c(c2Cl)NC(c2ccccc2)CC3C(F)(F)F)cnn1C (stereo not given) | -1.9 | -22 | 28
c1ccc(CN2CCOCCOCCOCC2)cc1 | -4.1 | 4 | 10
O=C(O)COc1c(-c2ccc(Cl)cc2)oc2ccccc2c1=O | 0.1 | -17 | 35
COc1ccc(Cl)cc1S(=O)(=O)Nc1noc2ccccc12 | -0.8 | -19 | -2
COC(=O)c1ccccc1C(=O)N1CCC(CCC(=O)NC2CC2)CC1 | -0.4 | 1 | 6
O=C1S/C(=C\c2ccc(N3CCOCC3)o2)C(=O)N1Cc1ccc(F)cc1 | -1.6 | 8 | 1
COc1cccc(C(=O)Nc2cc(C(=O)NCc3ccc(C)cc3)ccc2N2CCC3(CC2)CC(c2ccccc2)=NO3)c1 | 0.2 | -22 | 14

(more compounds)
SMILES | STK33 kinase inh | OX1R antag-1 | OX1R antag-2
COc1cc(CO)c(Br)cc1OCC(N)=O | 4.3 | 10 | 8
COc1cc(/C=N/n2c(-c3cc(C)[nH]n3)n[nH]c2=S)cc(OC)c1O | 0.0 | -2 | 31
Clc1cccc(CSC2=NCCCN2)c1 | -1.0 | -4 | 2
CC(C)CC[n+]1ccn(C2=C([O-])c3ccccc3C(=O)/C2=N\S(=O)(=O)c2ccccc2)c1 | 0.9 | -4 | 80*
CCCSc1nc(=O)n2cccc(C)c2n1 | 0.3 | -5 | 12
O=C1/C(=C/c2ccccc2)Oc2cc(OC(=O)N3CCOCC3)ccc21 | -0.6 | -22 | 2
O=C1ON=C(c2ccc(Cl)cc2)/C1=C/c1ccc(O)cc1 | 2.2 | -7 | 35
COc1ccc(N2CCN(C(=O)c3ccc(C)c(Cl)c3)CC2)cc1 | 1.2 | -25 | 2
